Tat transport: inhibitors of E. coli Tat protein transport | AID 488895 | 340,000 compounds, 0.036% hits | inhibition, % at 10 µM | E. coli MC4100 TorA-mCherry Tat export, fluorescence;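 active = mean replicate inhibition at least 50% and at least half of replicates individually reaching 50%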;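 note: exported cargo escapes ClpAP degradation while cytoplasmic cargo is degraded and loses fluorescence; 0% = median of neutral control wells and 100% = median of NaSCN control wells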
SUMO Mot1 rescue: blocks SUMOylation pathway, rescuing yeast Mot1-301 growth; 320,000 compounds, 1% hits; S. cerevisiae Mot1-301 growth rescue, ATP luminescence, 38.5C; percent above DMSO median, 100 means doubled; AID 2716; growth rescue, % at 18.8 µM;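 active = every valid replicate shows activation above 250% relative to neutral control wells; inactive = the rest, any valid replicate at or below 250%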;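 note: OY570 slx delta 5 strain wells were the positive control but not used for scaling; some compounds called inactive have numbers as strong as hits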
PfHsp90 yeast 2: reduces growth (ATP signal) of yeast expressing P. falciparum Hsp90; S. cerevisiae expressing PfHsp90, BacTiter-Glo ATP, 48 h; yeast lacking PDR1 and PDR3 efflux regulators; inhibition, % at 9.4 µM; 310,000 compounds, 0.32% hits; AID 504621;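 active = every replicate shows inhibition above about 80%, whatever the replicate mean, limit read from the data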;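 note: 0% = DMSO neutral controls and 100% = 20 µM radicicol positive controls; yeast relying on Plasmodium falciparum Hsp90 in place of its own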
PKA-R2B activ: activates the human PKA-R2B holoenzyme complex; 340,000 compounds, 0.079% hits; activation, % at 11.4 µM; P22694+P31323; PKA-R2B holoenzyme dissociation, Cy5-IP20 fluorescence polarization; R2B truncated from residue 108, S112A mutant; 0% DMSO only, 100% 113 µM cGMP;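 active = activation above a cutoff set at the mean over all compounds plus 3 SD, cut at about 18% in these data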;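 note: higher means more holoenzyme dissociation and a rise in polarization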
Target sequence (P31323 whole entry, looked up, other chains not shown, the tested form may be a part): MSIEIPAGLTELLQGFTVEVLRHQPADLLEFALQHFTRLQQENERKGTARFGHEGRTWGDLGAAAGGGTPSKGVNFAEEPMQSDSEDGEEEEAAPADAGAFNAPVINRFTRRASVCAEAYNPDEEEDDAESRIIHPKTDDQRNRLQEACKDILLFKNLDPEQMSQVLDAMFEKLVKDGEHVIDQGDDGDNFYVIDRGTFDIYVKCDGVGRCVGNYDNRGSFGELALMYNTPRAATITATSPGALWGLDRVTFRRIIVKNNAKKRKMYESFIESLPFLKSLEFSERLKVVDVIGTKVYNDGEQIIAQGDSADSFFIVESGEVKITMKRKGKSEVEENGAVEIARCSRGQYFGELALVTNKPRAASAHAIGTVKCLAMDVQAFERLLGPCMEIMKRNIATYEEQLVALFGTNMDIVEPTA
PKA-R1A act: activators of PKA-R1A complex. activation, % at 11.4 µM. 340,000 compounds, 0.083% hits. PKA-R1A dissociation, Cy5-IP20 fluorescence polarization; scaled: DMSO 0%, 113 µM cGMP 100%. P00514+P68181;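 active = percent activation above the mean of all tested compounds plus 3 SD, cut at about 19% in these data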;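 note: higher means more PKAc released from R1A so a rise in polarization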
HTR5A inv ctr: HTR5A inverse agonism, opioid heterodimer counter-screen; P47898; HTR5A cell line, luminescence; inhibition, % at 9.3 µM; 340,000 compounds, 0.083% hits; in the data active = inhibition mostly above about 23%, no sharp cut-off; inactive = mostly below about 18%;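 note: 0% = cells with DMSO and 100% = no-cell wells with DMSO; some compounds called inactive have numbers as strong as hits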
Target sequence (P47898 whole entry, looked up): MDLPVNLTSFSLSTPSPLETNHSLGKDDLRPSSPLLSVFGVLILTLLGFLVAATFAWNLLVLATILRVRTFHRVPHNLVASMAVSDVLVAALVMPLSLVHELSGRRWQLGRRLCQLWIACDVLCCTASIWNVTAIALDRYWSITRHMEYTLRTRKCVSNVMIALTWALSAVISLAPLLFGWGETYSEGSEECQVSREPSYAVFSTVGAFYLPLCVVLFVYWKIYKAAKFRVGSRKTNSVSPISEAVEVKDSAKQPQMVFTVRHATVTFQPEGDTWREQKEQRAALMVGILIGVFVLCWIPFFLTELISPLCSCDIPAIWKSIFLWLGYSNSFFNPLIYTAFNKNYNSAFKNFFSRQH
OPRM1-OPRD1 ag: agonists of human mu-delta opioid receptor heterodimerization | activation, % at 9.3 µM | 340,000 compounds, 0.3% hits | cells, OPRM1-OPRD1 heterodimerization, luminescence | P35372+P41143; in the data active = activation above about 18%;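 note: 0% = vehicle-treated cells and 100% = reference agonist; values of inactives mirror those of a sister screen read the other way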
phage Ecoli inh: E. coli growth loss with phage present. growth absorbance. 360,000 compounds, 0.26% hits. inhibition, % at 11.9 µM; in the data active = inhibition above about 11%
OPRM1-OPRD1 inv: inverse agonists of human mu-delta opioid receptor heterodimerization | P35372+P41143 | cell-based MOR-DOR heterodimer luminescence, inverse agonism | inhibition, % at 9.3 µM | 340,000 compounds, 0.21% hits | AID 504357; in the data active = inhibition above about 22%, passing the limit was not always enough;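 note: 0% = cells with DMSO and 100% = wells without cells with DMSO; values of inactives mirror those of a sister screen read the other way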
Ecoli viability: reduces bacterial viability in AddAB counter-screen; E. coli V3065 growth, OD600 absorbance, 18 h; inhibition, % at 11.9 µM; 330,000 compounds, 0.27% hits;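 active = inhibition above the campaign's mean inhibition across all tested compounds plus 3 SD, cut at about 9.9% in these data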;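 note: uninfected addAB+ strain grown without phage in ampicillin broth; 0% = DMSO wells and 100% = ciprofloxacin 0.95 µg/ml wells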
AddAB inh: less growth of phage-infected E. coli with AddAB. 330,000 compounds, 0.29% hits. inhibition, % at 11.9 µM. E. coli expressing H. pylori AddAB, absorbance growth; in the data active = inhibition above about 12%;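 note: 0% = vehicle wells of infected cells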
* hit, by the source's call; x = no result given.

SMILES	Tat transport	SUMO Mot1 rescue	PfHsp90 yeast 2	PKA-R2B activ	PKA-R1A act	HTR5A inv ctr	OPRM1-OPRD1 ag	phage Ecoli inh	OPRM1-OPRD1 inv	Ecoli viability	AddAB inh
COc1ccc2oc(C(=O)C3CC3)c(N)c2c1	18.2	1.0	2.7	-14.0	-10.2	5.9	-2.7	1.1	11.4	1.3	2.2
O=C(c1cc(F)cc2c1OCOC2)N1CCN(c2ccc(F)cc2)CC1	-1.0	-4.2	-0.7	1.0	0.0	0.4	-1.9	0.2	9.7	-0.3	4.0
Cc1ccc(OCC(=O)OCc2c(C)noc2C)cc1C	-6.9	3.4	1.2	-1.4	-13.8	7.8	-1.7	-0.6	10.2	-0.8	1.0
Cc1ccccc1OCC(=O)NNC(=O)CSc1nc(N)cc(N)n1	-11.4	-9.6	-29.3	-5.7	-11.2	3.8	-2.4	7.0	13.7	2.2	0.8
O=C(NCNC(=O)c1ccccc1)c1ccccc1	10.8	-4.5	-7.7	-8.2	-11.8	-5.9	-2.4	3.1	13.8	0.4	0.4
C=CCNC(=O)Cc1ccc(S(=O)(=O)N2CCOCC2)s1	-10.3	4.1	-21.2	-7.1	-7.1	-2.2	0.0	-1.7	0.1	-1.1	-4.3
COc1cc2nc(CN3CCC(C(O)(c4ccccc4)c4ccccc4)CC3)[nH]c(=O)c2cc1OC	-7.1	8.9	-9.5	-5.3	1.8	6.1	-0.7	0.0	3.0	0.6	1.2
Cc1cc(N2C(=O)C3C4c5ccccc5C(c5ccccc54)C3C2=O)no1 (stereo unspecified)	4.6	-9.0	16.1	-8.3	6.7	19.7	-3.3	2.7	15.6	-0.7	1.2
COc1cccc(-c2nc(CS(=O)(=O)CC(=O)N3CCc4ccccc43)c(C)o2)c1	-16.0	-2.2	-8.6	-1.7	-4.7	-6.6	0.4	1.3	-2.1	2.3	0.5
CCCC1Nc2ccc(C(=O)O)cc2C2C=CCC12 (stereo unspecified)	-4.2	138.3	14.1	19.3*	22.9*	9.4	0.2	x	-1.1	-1.5	4.5
O=C(O)COc1ccc2c(-c3ccccc3)cc(=O)oc2c1	-0.8	x	4.1	-3.7	0.5	-0.9	-2.0	-0.4	11.7	0.1	-2.8
COc1ccc(CCN(CC(=O)NCc2ccc(F)cc2)C(=O)c2snc(C(N)=O)c2N)cc1OC	1.9	-6.8	2.9	-5.3	3.8	-1.3	0.3	1.3	-2.3	-0.4	0.6
COc1ccc(/C=C/C(=O)N(c2ccccn2)C2CCCCC2)cc1OC	2.6	x	-9.5	1.0	-3.0	3.0	-3.7	5.4	16.9	-1.8	-1.4
COC(C/C=C\[C@@H](O)[C@H](C)OCc1ccccc1)OC	4.0	-22.6	x	-16.3	-7.3	-11.2	-2.1	3.8	11.8	-1.2	3.7
O=S(=O)(NCCN1CCOCC1)c1ccc2c(c1)OCCO2	-1.9	369.0	-20.9	4.5	-2.6	1.0	0.8	5.6	-3.9	2.5	2.7
COc1cccc(OC(=O)CSc2nnc(-c3ccccc3Br)o2)c1	-8.7	-14.3	11.6	-0.2	-10.0	1.9	-2.4	0.3	14.2	1.1	2.4
Cc1cc(Cl)ccc1C(=O)C1CCCN(C(=O)c2cccnc2C)C1 (stereo unspecified)	-7.5	-4.9	16.0	-0.2	1.1	8.2	-2.5	0.6	13.0	1.1	1.4
CC(=O)Nc1ccc(N2CCN(c3ccc(F)cc3)CC2)cc1	-1.9	83.1	1.8	-13.0	1.5	-10.2	-3.9	0.8	19.6	-1.7	-1.2
CC1C(=O)N2CCCc3cc(S(=O)(=O)N4CCC(C(N)=O)CC4)cc1c32 (stereo unspecified)	4.0	-2.1	5.3	9.3	3.1	14.2	-0.4	1.4	2.1	-0.4	-0.1
Cc1nonc1NC(=O)N1CCCC1	1.9	-28.1	x	-6.5	7.5	-25.5	-0.7	4.0	3.8	4.8	3.5
O=C(CS(=O)(=O)Cc1ccccc1)Nc1ccc(S(=O)(=O)N2CCCCCC2)cc1	5.2	2.8	-0.9	-11.4	-11.8	-0.2	0.3	1.3	-1.5	0.3	4.9
Cc1cccc(NC(=O)c2oc3ccc(S(=O)(=O)N4CCOCC4)cc3c2C)c1C	-8.4	3.0	1.1	-10.7	-4.6	5.4	-0.4	2.8	2.1	-0.3	-0.2
Cc1ccc(CN2CCC(N3CC(C)OC(C)C3)CC2)cc1 (stereo unspecified)	-6.4	53.8	8.3	3.5	-3.0	7.2	-1.0	2.5	5.0	x	x
Cc1ccccc1-n1cnc2cc(NCc3cccs3)ccc21	4.9	-4.8	12.5	-6.5	-12.1	3.6	0.9	2.7	-4.2	1.7	0.0
Cc1ccc(S(=O)(=O)Nc2ccc(NC(=O)Nc3ccc(F)cc3F)cc2)cc1	-3.3	-11.0	14.3	-8.5	-2.5	-21.3	1.9	1.6	-8.6	-0.2	2.5
Following part:
SMILES	Tat transport	SUMO Mot1 rescue	PfHsp90 yeast 2	PKA-R2B activ	PKA-R1A act	HTR5A inv ctr	OPRM1-OPRD1 ag	phage Ecoli inh	OPRM1-OPRD1 inv	Ecoli viability	AddAB inh
COc1ccc(C(C(=O)NC2CCCCC2)N(C(=O)c2sc(C)nc2C)c2ccc(OC)cc2)cc1 (stereo unspecified)	3.9	3.5	-17.5	-1.6	-3.0	-4.5	-3.7	2.5	21.3	-3.6	-0.3
COc1ccc(OC)c(C(c2nnnn2CCC(C)C)N2CCN(C(=O)c3ccco3)CC2)c1 (stereo unspecified)	5.3	-12.4	2.6	-0.4	-13.9	-28.1	-1.3	-0.8	7.4	-2.5	0.0
O=C(CSc1nnc(C23CC4CC(CC(C4)C2)C3)o1)Nc1ccc(N2CCOCC2)c(Cl)c1	1.3	14.4	-10.4	-7.6	-16.8	11.2	-0.9	2.6	4.8	-1.2	2.1
COc1cc(OC)cc(-c2c(-c3cccs3)c3cc(Br)ccc3n2C)c1	-5.5	-8.7	-8.5	19.6*	3.9	6.7	0.8	-1.0	-4.9	2.9	0.0
O=C(NC(=S)Nc1ccc(Cl)c(C(=O)O)c1)c1ccco1	-6.5	-2.6	-0.1	9.6	-10.3	19.4	-4.3	0.4	23.7	-0.7	-1.3
Cc1c(OCC(=O)N2CCC(C(N)=O)CC2)ccc2c3c(c(=O)oc12)CCC3	3.1	-7.4	7.4	6.8	-3.5	-8.4	-1.6	2.6	8.1	-2.0	2.4
CCOc1cc(NS(=O)(=O)c2ccc(NC(C)=O)cc2)c(OCC)cc1NC(=O)c1cccs1	1.0	0.9	11.6	-9.6	-1.8	1.1	0.4	1.4	-2.0	1.0	2.5
Cn1c(CNC(=O)CCNC(=O)c2ccc(Br)cc2)cc(=O)n(C)c1=O	0.0	-20.1	5.9	-3.2	-7.4	-0.1	-2.0	2.0	10.3	-0.8	5.1
Cc1cc(C)n(CCNC(=O)C2CCC(=O)N(CCc3cccc(F)c3)C2)n1 (stereo unspecified)	1.2	-6.2	-4.3	-4.3	-6.5	6.2	-1.9	1.2	13.4	2.9	2.0
Cc1cccc(NC(=S)NC(=O)C2CC2)c1	25.9	12.0	-12.6	1.6	3.1	-9.2	-0.5	x	2.6	0.5	-1.0
N#C/C(=C\c1ccccc1OCc1ccc(C(=O)O)cc1)c1ccccc1	3.9	-6.5	2.9	-0.9	-0.7	-18.4	-2.2	1.9	11.0	0.4	0.9
Cc1cc(C)cc(Oc2nc3ccccn3c(=O)c2/C=C(\C#N)C(=O)NC2CCS(=O)(=O)C2)c1 (stereo unspecified)	0.1	-0.8	3.8	x	x	x	x	2.7	x	-2.0	5.5
CCS(=O)(=O)N1CCC(NC(C)=O)(c2ccccc2)CC1	-18.5	x	-6.5	-1.9	4.4	-6.6	-1.6	3.2	9.4	-0.6	-0.1
Cc1ccc(C(CNS(=O)(=O)c2cc(F)ccc2F)N2CCN(C)CC2)cc1 (stereo unspecified)	-10.3	x	-13.4	-11.6	1.1	12.8	-1.7	4.3	10.9	x	x
COc1ccc(Cc2nc3ccccc3[nH]2)cc1OC	2.2	x	8.4	4.4	-14.2	19.4	-1.4	-0.7	7.7	2.1	0.2
COc1ccc(/C=N/n2c(-c3n[nH]c4c3CCC4)n[nH]c2=S)cc1OC	-2.1	250.8	-27.0	-4.6	9.8	0.0	-0.1	2.4	0.6	2.4	3.8
O=S(=O)(c1ccc(Cl)cc1)N1CCN(C2CCCCCC2)CC1	-11.1	61.0	14.9	-3.4	-7.1	-17.1	2.8	2.8	-11.5	3.4	5.4
O=C(OC1CCOC1=O)c1ccc2ccccc2n1 (stereo unspecified)	3.2	-21.6	14.2	-0.5	1.1	-1.5	-1.4	3.9	8.1	1.2	-1.7
COc1ccc(Cl)cc1NC(=O)CN(C)C1CCS(=O)(=O)C1 (stereo unspecified)	-11.1	x	-10.7	-7.3	-5.0	15.5	-1.0	3.5	5.4	-1.2	3.8
Cc1ccc(C(=O)OC2OC(=O)C(Cl)=C2N2CCOCC2)cc1 (stereo unspecified)	-1.3	12.7	7.4	1.5	2.5	-5.2	1.0	2.4	-6.0	-2.1	-1.0
O=C1C2C3c4ccccc4C(c4ccccc43)C2C(=O)N1c1ccncc1 (stereo unspecified)	-3.0	x	-27.8	-3.3	5.6	1.0	-2.7	4.1	14.0	x	x
Cc1ccc(C)c(OCC(=O)Nc2cc(NC(=O)COc3cc(C)ccc3C)cc(C(=O)O)c2)c1	10.3	-3.9	-13.9	-11.9	-15.6	-11.3	-2.4	2.4	11.0	-0.7	0.3
CC(=O)Nc1ccc(S(=O)(=O)NCc2cccnc2)cc1	0.2	-4.3	-31.1	-1.7	0.7	-3.2	-0.8	3.0	4.2	-0.1	1.7
COCC(=O)Nc1ccc(Br)cc1	-2.9	8.6	-7.4	1.7	-1.2	-25.3	-3.0	-0.7	15.1	0.8	5.2
O=C(CSc1nc2ccccc2s1)N/N=C/c1ccccc1C(=O)O	2.7	9.1	-0.4	-3.6	-1.8	-33.6	-5.4	0.6	28.8	-0.8	0.6
(more compounds)
SMILES	Tat transport	SUMO Mot1 rescue	PfHsp90 yeast 2	PKA-R2B activ	PKA-R1A act	HTR5A inv ctr	OPRM1-OPRD1 ag	phage Ecoli inh	OPRM1-OPRD1 inv	Ecoli viability	AddAB inh
CCCCCCCOC1(c2ccccc2)OC(=O)c2ccccc21 (stereo unspecified)	3.2	5.1	-1.7	0.3	-3.2	-10.8	0.1	3.2	-0.7	-1.6	2.3
COc1ccc(-c2cc(C(=O)N3CCN(C(c4ccccc4)c4ccccc4)CC3)no2)cc1OC	-0.6	7.3	-16.9	0.7	-7.7	-4.2	1.2	4.6	-6.9	1.2	0.9
Cn1cnnc1SCC(=O)N1CCc2ccccc21	-6.2	3.4	-22.4	4.9	-8.8	11.7	-1.3	3.5	7.1	1.9	0.5
CC(=O)Nc1cccc(NC(=O)c2c(-c3c(Cl)cccc3Cl)noc2C)c1	-2.2	-2.8	4.2	-9.1	1.2	-24.3	2.1	3.1	-12.3	0.9	-0.3
O=C(O)CC(c1cccc2ccccc12)N1Cc2ccccc2C1=O (stereo unspecified)	-2.5	9.0	11.4	-1.9	0.6	-4.4	-2.3	2.6	11.6	-1.0	2.5
O=C(Nc1ccccc1N1CCCC1)c1cccc(Cl)c1Cl	9.2	-8.9	29.2	-3.1	5.1	2.6	2.5	-0.3	-12.5	-2.2	3.0

Screening results from PubChem.
